# 4MU fluor = compound fluoresces in the 4-MU spectral region; compound autofluorescence, 340/450 nm, 4-MU equivalents; active compounds read high; 59,000 compounds, 11% hits; max dye-equivalent concentration, M; in the data active means max dye-equivalent concentration above about 10 nM; inconclusive means mostly about 1.1 nM to 9.6 nM
#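 Intrinsic fluorescence at 340/450 nm (ex/em) was read after 15 min at room temperature in pH 8.0, 100 mM Tris. Each compound concentration expressed as 4-MU-equivalent concentration from a six-point 4-MU standard series on each plate.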
# TexasRed autofl = compounds fluorescent in Texas Red spectral region | Compound fluorescence, Texas Red channel, 547/618 nm; active compounds read high | 59,000 compounds, 0.06% hits | max dye-equivalent concentration, M; in the data active means max dye-equivalent concentration above about 10 nM; inconclusive means between about 1.1 nM and that limit
#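 Spectral interference profiling: each compound concentration's relative fluorescence, read with a 547 nm excitation and 618 nm emission filter pair, was normalized to a per-plate Texas Red standard curve.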
# Pol III holo inh = inhibitors of bacterial DNA polymerase III holoenzyme; AID 603; reconstituted DNA polymerase III holoenzyme replication, biochemical; Potency, µM (highest dose often 57.1 µM), inactives show top-dose activity change, negative = inhibition; 71,000 compounds, 0.25% hits; further: potency means the concentration at half of the fitted maximal effect; on the % scale 0 is the no-effect control and ±100 the full control effect
#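 Reconstituted *E. coli* holoenzyme (0.35 nM Pol III, 1 nM beta, 154 nM SSB, 2 nM primase) was preincubated with compound for 15 min at RT. Synthesis on 1.4 nM ssM13Gori ran 35 min, then was stopped with PicoGreen/EDTA and read as dsDNA fluorescence.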
# HBB splicing = hemoglobin beta splicing modulation; HBB splicing reporter cell assay, activation; EGFP reporter with mutant IVS2-654 intron; response scale: normalised to 500 nM splice-correcting PNA; Potency, µM (doses to about 46.1 µM), without a hit: at the top dose activation, hits mostly activators; 65,000 compounds, 0.06% hits; further: potency means the concentration at half of the fitted maximal effect; 0% is about no effect
#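 HeLa cells stably expressing EGFP interrupted by mutant beta-globin intron 2 (IVS2-654), 500/well in 2% FCS. Treated with compound for 2 days at 37C. Splicing correction scored as total well GFP intensity (488 nm excitation, 500-520 nm emission); 500 nM antisense PNA served as control.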
# GFP derepression = epigenetic modulators derepressing GFP locus in mouse cells; mouse C127i GFP locus derepression, cytometry, 30 h; Potency, µM (series often up to 46.1 µM), inactives show at the top dose GFP derepression (activation); 68,000 compounds, 0.09% hits; AID 597; further: % of control where 0% means no effect
#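 Locus derepression in mouse mammary C127i cells whose integrated CMV-GFP reporter is normally silent; GFP expression after 30 h compound treatment was quantified by counting fluorescent cells.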
# UbGFP stabilizer = inhibits proteasome, raising ubiquitin-GFP reporter fluorescence | Potency, µM (highest dose often 45.9 µM), inactives show at the highest dose activation (GFP accumulation), usual class: activators | Ubiquitin-GFP reporter cells, proteasome inhibition, GFP fluorescence; response scale: untreated = 0%, 10 µM MG-132 = 100% | 67,000 tested, under 10 active | AID 526; active means well fitted activation curve with a large enough effect, not every such curve was filed as active; inconclusive means small, poorly fitted or top-dose-only effect, or another doubt; inactive means no such curve, though single readings can be large or run the other way; further: potency means the concentration at half of the fitted maximal effect
#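 Proteasome block read as GFP accumulation: ubiquitin(G76V)-GFP U2OS cells exposed to compound (2.9 nM–46 uM) for 4 hr at 37 C. Normalization used untreated cells as 0% and 10 uM MG-132 as 100%; concentration-response curves fitted.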
# Fluorescein autfl = compound fluoresces in the fluorescein spectral region | Compound autofluorescence, 480/540 nm, fluorescein-equivalent; active compounds read high | max fluorescein-equivalent concentration, M | AID 593 | 59,000 compounds, 0.91% hits; in the data active means max fluorescein-equivalent concentration above about 10 nM; inconclusive means between about 1.1 nM and that limit
#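 Library compounds, added at multiple concentrations to pH 8.0 Tris buffer (100 mM), incubate 15 min at room temperature before CCD imaging at 480 nm excitation and 540 nm emission.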
# Hsp90 Hop PPI = changes Hsp90-Hop TPR2A binding signal, up or down; AlphaScreen TPR2A-His6 binding biotin-Hsp90 C-terminal peptide; Potency, µM (top dose mostly 57 µM), for inactives: at the top dose activity change, negative = inhibition; 71,000 compounds, 0.44% hits; AID 595; active means well fitted curve in either direction with a large enough effect; inconclusive means small, poorly fitted or top-dose-only effect, or another doubt; further: potency means the concentration at half of the fitted maximal effect; on the % scale 0 is the no-effect control and ±100 the full control effect; many of its hits are not listed in these tables
# Rhodamine autofl = rhodamine region autofluorescence; Rhodamine-region fluorescence, 547/598 nm, Tris buffer; active compounds read high; 59,000 compounds, 0.05% hits; AID 594; max dye-equivalent concentration, M; in the data active means max dye-equivalent concentration above about 11 nM; inconclusive means between about 1.1 nM and that limit
#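 Intensities are converted to rhodamine-equivalent concentration using a six-point rhodamine standard on each plate. Compounds sit 15 min at room temperature in 100 mM Tris buffer, pH 8.0; read uses the 547/598 nm excitation/emission pair.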
# 15-hLO inh = blocks human 15-lipoxygenase activity; Potency, µM (highest dose often 57.1 µM), without a hit: top-dose activity change, negative = inhibition, actives largely listed as inhibitors; P16050; 74,000 compounds, 1.4% hits; purified 15hLO-1, xylenol orange hydroperoxide absorbance; AID 887; further: potency means the concentration at half of the fitted maximal effect; on the % scale 0 is the no-effect control and ±100 the full control effect; nearly all actives have a fitted effect of over 55% in size
# Target sequence (P16050 whole entry, looked up): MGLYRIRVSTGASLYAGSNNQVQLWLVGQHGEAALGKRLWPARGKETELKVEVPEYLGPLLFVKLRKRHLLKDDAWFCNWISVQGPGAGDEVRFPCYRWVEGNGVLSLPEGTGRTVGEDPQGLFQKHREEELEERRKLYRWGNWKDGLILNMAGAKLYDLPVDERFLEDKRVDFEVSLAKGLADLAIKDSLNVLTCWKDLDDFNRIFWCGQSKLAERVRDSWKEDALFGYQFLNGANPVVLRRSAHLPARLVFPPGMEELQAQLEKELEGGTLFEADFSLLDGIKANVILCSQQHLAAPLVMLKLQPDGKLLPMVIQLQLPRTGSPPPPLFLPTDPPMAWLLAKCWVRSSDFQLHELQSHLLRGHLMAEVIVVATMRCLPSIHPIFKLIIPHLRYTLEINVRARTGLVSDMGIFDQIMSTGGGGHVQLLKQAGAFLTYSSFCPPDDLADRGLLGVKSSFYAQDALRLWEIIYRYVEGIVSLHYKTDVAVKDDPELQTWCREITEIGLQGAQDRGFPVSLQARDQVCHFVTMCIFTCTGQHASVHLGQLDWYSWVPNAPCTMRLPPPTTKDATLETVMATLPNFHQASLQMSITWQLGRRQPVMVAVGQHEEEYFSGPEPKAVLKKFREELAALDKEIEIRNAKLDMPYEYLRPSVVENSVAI
#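 Purified human 15hLO-1 (40 nM) in 25 mM Hepes pH 7.5, 0.01% Triton X-100, preincubated 15 min RT with compound, then 50 uM arachidonic acid for 6 min. Hydroperoxide read by ferrous/xylenol orange, 30 min; 573/405 nm absorbance ratio gave progress.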
# HADH2 inhib = blocks human hydroxyacyl-CoA dehydrogenase type II. Q99714. recombinant HADH2, NADH fluorescence, beta-hydroxybutyryl-CoA. Potency, µM (top dose mostly 57.1 µM), inactives show at the highest dose activity change, negative = inhibition, actives largely listed as inhibitors. 73,000 compounds, 3.4% hits. AID 886; further: potency means the concentration at half of the fitted maximal effect; on the % scale 0 is the no-effect control and ±100 the full control effect; nearly all actives have a fitted effect of over 60% in size; many of its hits are not listed in these tables
# Target sequence (Q99714 whole entry, looked up, one chain of several): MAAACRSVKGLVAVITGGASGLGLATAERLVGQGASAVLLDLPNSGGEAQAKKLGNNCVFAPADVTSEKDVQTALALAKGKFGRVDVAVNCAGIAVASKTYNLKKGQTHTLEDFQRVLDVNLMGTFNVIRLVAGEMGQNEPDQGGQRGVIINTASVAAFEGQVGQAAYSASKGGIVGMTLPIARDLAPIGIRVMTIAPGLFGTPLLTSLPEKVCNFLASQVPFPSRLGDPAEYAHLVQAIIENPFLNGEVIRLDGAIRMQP
#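 Activity measured as NADH fluorescence gain (360/450 nm), taken as the change between first and last reads of a 4-min kinetic run. Conditions: pH 9.0 Tris buffer, 20 nM E. coli-expressed His-tagged enzyme, 1 mM NAD+, 90 uM beta-hydroxybutyryl-CoA; 15-min compound preincubation.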
# An asterisk follows results filed as active; i = inactive; ? = inconclusive; / = no result given; & = joins results of further samples; [ ] = remark or other dose. Unless noted, the call rests on the fitted dose curve; in most records, active means well fitted curve in the direction sought with a large enough effect; inconclusive means small, poorly fitted or top-dose-only effect, or another doubt; inactive means no such curve, though single readings can be large; an effect the other way counts as inactive or inconclusive. These rows are one share of the data; rates above refer to the full screens.
SMILES,4MU fluor,TexasRed autofl,Pol III holo inh,HBB splicing,GFP derepression,UbGFP stabilizer,Fluorescein autfl,Hsp90 Hop PPI,Rhodamine autofl,15-hLO inh,HADH2 inhib
CN(Cc1ccco1)c1cc(-c2ccccc2C(F)(F)F)ncn1,i,i,2%,-0.6%,-6%[9.22 µM],-3%,i,-1%,i,33%[activator],-20%
COc1cccc(OC)c1C(=O)N1CCN(S(=O)(=O)c2ccccc2)CC1,i,?,-6%,0.0%[57.5 µM],0%,8%,i,-3%,i,8%,10%
O=C(O)c1ccc(O)cc1O,/,/,-1%&0%,-0.4%&-0.3%,/,/,/,?,/,3%&-9%,-11%&-16%
CNC(=O)[C@@]1(Cc2ccccc2)C=C[C@@H](C)N1C(C)=O,/,/,-3%,-0.7%,/,/,/,-1%,/,2%,0%
CCc1nc(SCC(=O)NCc2ccco2)c2c3c(sc2n1)CCCC3,i,?,-1%,0.0%[57.5 µM],2%,0%,i,0%,i,8%,2%
COc1ccc(Cl)cc1S(=O)(=O)n1nnc2ccccc21,i,i,-2%,/,-2%,4%,i,-1%,i,-1%,-28%
Cc1ccccc1NC(=O)Cc1nc(CSc2nnc(C3CCCCC3)n2N)cs1,i,?,0%,-2.0%,0%,-2%,i,-5%,i,8%,9%
CCNC(=O)C1CCN(S(=O)(=O)c2ccc(F)cc2)CC1,i,?,-2%,-0.2%,-3%,0%,i,-1%,i,-4%,12%
Cn1c(CCNC(=O)c2ccccc2)nc2ccccc21,i,i,-2%,1.2%,3%,-7%,i,?,i,12%,10%
CNS(=O)(=O)c1cccc2cccnc12,/,/,-8%,0.2%[9.22 µM],2%,4%,/,0%,/,-1%,-1%
CC(=O)N1CCN(CCN=CC2=C(O)CC(c3ccco3)CC2=O)CC1 (stereo unspecified),/,/,2%[11.4 µM],-1.6%[0.0738 µM],0%,19%[9.17 µM],/,3%[11 µM],/,9%[11.4 µM],11%[11.4 µM]
O=C(O)c1ccccc1C(c1ccc(O)cc1)c1ccc(O)cc1,/,/,-6%,0.0%,/,/,/,0%,/,-6%,-7%
Cc1ccc(-c2nnc(SCC(=O)Nc3ccc4c(c3)OCCO4)n2N)cc1,i,?,0%,-1.0%,-8%,1%,?,-1%,i,1%,8%
c1ccc2c(N3CCNCC3)nc(-c3ccoc3)nc2c1,i,i,-4%,-0.7%,6%[9.22 µM],-3%,i,-4%,i,0%,2%
COc1cccc(C(=O)N2CCN(C(=O)c3cccs3)CC2)c1OC,i,i,-3%,0.2%,2%,-4%,?,-1%,i,11%,3%
Cc1c(C(=O)NCc2ccc3c(c2)OCO3)oc2ccccc12,/,/,6%,-1.4%[9.22 µM],-3%,-1%,/,22%,/,-14%,-5%
CCCC(=O)Nc1ccc(N2CCN(C(=O)CCC)CC2)cc1,i,i,0%,/,-2%,-3%,i,-3%,i,-6%,9%
CCOc1nc2c(c(=O)n(C)c(=O)n2C)n1Cc1ccccc1Cl,i,i,-9%,/,-3%,-5%,i,-1%,i,3%,0%
O=C(NCc1ccc(F)cc1)C1CCCN(S(=O)(=O)c2cccnc2)C1 (stereo unspecified),i,i,-6%,0.1%,0%,10%,i,-2%,i,4%,4%
CC(=O)c1cc(C)ccc1OC(=O)c1cccc2nc(C)oc12,?,i,-5%,-0.6%,1%,6%,i,-2%,i,-4%,3%
CCOc1ccc2nnnn2n1,i,i,-2%,0.2%,2%,8%,i,?,i,0%,13%
CCOC(=O)C(CC)n1cnc2c(nnn2-c2ccc(OC)cc2)c1=O (stereo unspecified),i,i,0%,-0.4%[1.84 µM],0%,6%,i,-1%,i,-1%,3%
NC(=O)C1(N2CCCCC2)CCN(C2CC(=O)N(Cc3cccs3)C2=O)CC1 (stereo unspecified),i,i,-2%,-1.6%,0%,0%,i,-3%,i,-10%,14%
CCC(=O)N/C(N)=N/c1nc(C)c2cc(OC)ccc2n1,/,/,-7%,0.3%[9.22 µM],-2%,-17%,/,-2%,/,5%,17%
c1csc(C(c2nnnn2C2CCCC2)N2CCOCC2)c1 (stereo unspecified),i,i,-5%,/,-1%,2%,i,-1%,i,5%,-13%
Cc1ccc2c(c1)cc(CN(CCc1ccccc1)C(=O)N1CCOCC1)c1nnnn12,i,i,-3%,/,-1%,5%,i,-6%,i,-2%,5%
CN1C(C)(C)CC(NC(=O)CCC(=O)NC2CC(C)(C)N(C)C(C)(C)C2)CC1(C)C,i,i,-2%,2.6%,2%,1%,i,-3%,i,2%,-1%
Cc1cc(NC(=O)CSc2nnnn2C2CCCC2)no1,i,i,0%,-0.4%,-1%,1%,?,-1%,i,9%,9%
Nc1nc(SCC(=O)Nc2ccc(Br)cc2F)n[nH]1,i,i,-3%,-0.8%,-2%,-6%,i,-4%,i,6%,7%
CCCC(=O)Nc1cc(C)c(NC(=O)c2ccccn2)cn1,?,i,-6%,-0.1%[57.5 µM],1%,-6%,?,-6%,i,7%,-15%

# Of the compounds above, five contain an aryl methoxy group:
SMILES,4MU fluor,TexasRed autofl,Pol III holo inh,HBB splicing,GFP derepression,UbGFP stabilizer,Fluorescein autfl,Hsp90 Hop PPI,Rhodamine autofl,15-hLO inh,HADH2 inhib
COc1cccc(OC)c1C(=O)N1CCN(S(=O)(=O)c2ccccc2)CC1,i,?,-6%,0.0%[57.5 µM],0%,8%,i,-3%,i,8%,10%
COc1ccc(Cl)cc1S(=O)(=O)n1nnc2ccccc21,i,i,-2%,/,-2%,4%,i,-1%,i,-1%,-28%
COc1cccc(C(=O)N2CCN(C(=O)c3cccs3)CC2)c1OC,i,i,-3%,0.2%,2%,-4%,?,-1%,i,11%,3%
CCOC(=O)C(CC)n1cnc2c(nnn2-c2ccc(OC)cc2)c1=O (stereo unspecified),i,i,0%,-0.4%[1.84 µM],0%,6%,i,-1%,i,-1%,3%
CCC(=O)N/C(N)=N/c1nc(C)c2cc(OC)ccc2n1,/,/,-7%,0.3%[9.22 µM],-2%,-17%,/,-2%,/,5%,17%

# (next part)
SMILES,4MU fluor,TexasRed autofl,Pol III holo inh,HBB splicing,GFP derepression,UbGFP stabilizer,Fluorescein autfl,Hsp90 Hop PPI,Rhodamine autofl,15-hLO inh,HADH2 inhib
O=C1c2ccccc2C(=O)N1CCC(c1ccc(F)cc1)c1ccco1 (stereo unspecified),i,i,0%,6.7%,6%,0%,i,?,i,-12%,?
Cc1noc(C)c1S(=O)(=O)N1CCC2(CC1)OCCO2,i,i,2%,-1.4%,1%,-2%,i,3%,i,-2%,-7%
c1ccc(-c2nc(NC3CC3)nc(-n3ccnc3)n2)cc1,i,?,-3%,0.0%,4%,0%,i,-2%,i,-6%,6%
C=CCN(c1ccccc1)S(=O)(=O)c1ccc2c(c1)oc(=O)n2C,/,/,-4%,-0.5%,-5%,0%,/,2%,/,-10%,3%
O=C(CCNS(=O)(=O)c1cccc2nsnc12)NCCC1=CCCCC1,i,i,-2%,-0.6%,2%,10%,i,-5%,i,-16%,0%
Cc1cnc(CNc2ccnc(-c3ccc(N(C)C)cc3)n2)cn1,i,i,-6%,0.2%,14%[9.22 µM],-2%,?,-7%,i,-7%,-14%
COc1ccc(C(=S)N2CCN(C)CC2)cc1Br,/,/,-4%,0.3%,2%,-6%,/,0%,/,-26%,-1%
COc1ccc(CCNC(=O)CSc2nnnn2-c2ccccc2OC)cc1OC,/,/,-5%,-0.2%,/,9%,/,-1%,/,5%,-8%
CSC1=NCCN1C(=O)C(C)Oc1ccccc1 (stereo unspecified),/,/,0%,0.8%,-2%,6%,/,3%,/,7%,-2%
CC(C)N(C(=O)COC(=O)c1ccccc1C(=O)N1CCN(c2ccc(F)cc2)CC1)C(C)C,i,?,2%,0.1%,0%,-3%,i,-6%,i,1%,11%
COCCNC(=O)Nc1ccc2c(c1)N(C)C(=O)CS2,i,i,0%,-4.0%[57.5 µM],0%,-5%,?,-10%,i,-29%,-2%
O=C(Cn1nnc(-c2ccccc2)n1)OC1CCOC1=O (stereo unspecified),i,i,-5%,0.6%,0%,-3%,?,0%,i,9%,9%
CCCC(=O)Nc1ccc(NC(=O)c2ccccc2Cl)nc1,i,i,-6%,3.8%,0%,-5%,1.1e-08M*,-2%,i,-18%,20%
Cc1cc(C)nc(Sc2nc(C)nc3c2oc2ccccc23)n1,i,i,3%,6.5%[0.369 µM],2%,-3%,i,-3%,i,-2%,-7%

# Compound activity: PubChem BioAssay, National Center for Advancing Translational Sciences (NCATS)
